Screens (PubChem BioAssay)
S1P3 antag – antagonists of human S1P3 receptor; inhibition, % at 4.98 µM; hit rate 0.27% among 170,000; Q99500; CHO S1P3 NFAT-BLA reporter, FRET fluorescence, antagonist mode;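 active = inhibition above the plate cutoff, the mean inhibition of test wells on that plate plus 3 SD, cut at about 28% in these data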;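 also: cells challenged with S1P at its EC80 of 0.8 µM; blue over green emission ratio from cleaved BLA substrate after 4 h stimulation; 0% = S1P-stimulated wells and 100% = unstimulated DMSO-only wells; some compounds past the cut are filed as inactive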
Target sequence (Q99500 whole entry, looked up): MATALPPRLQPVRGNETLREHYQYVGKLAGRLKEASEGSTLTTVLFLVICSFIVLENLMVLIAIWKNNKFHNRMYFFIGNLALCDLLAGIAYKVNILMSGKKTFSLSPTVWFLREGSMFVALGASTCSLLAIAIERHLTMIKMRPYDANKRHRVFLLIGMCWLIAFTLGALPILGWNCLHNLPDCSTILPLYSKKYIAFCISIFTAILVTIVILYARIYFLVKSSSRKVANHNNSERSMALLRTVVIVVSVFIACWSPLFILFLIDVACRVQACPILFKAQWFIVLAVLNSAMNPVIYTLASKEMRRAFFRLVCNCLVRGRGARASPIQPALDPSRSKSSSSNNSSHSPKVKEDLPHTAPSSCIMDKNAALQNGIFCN
* hit, by the source's call. A portion of the library; count on the stated rates, not on these rows.

SMILES | S1P3 antag
CN(C)C1=C(Cl)C(=O)N(c2ccc(Cl)c(Cl)c2)C1=O | 12
Cc1nn(-c2ccccc2)c(C)c1C(=O)NNC(=O)C(F)(F)F | -2
CCN(CC)c1ccc(N)cc1S(=O)(=O)Nc1ccccc1OC | 0
Cc1cc(NCc2ccccn2)n2ncc(-c3ccccc3)c2n1 | 9
Nc1cc2c3c(cccc3c1)C(=O)N(CCN1CCCC1)C2=O | -2
O=c1cc2c(=O)oc3cc(O)c(O)oc3c2c(O)c1O | 7
Cc1csc2c(N3CCN(C(=O)Nc4ccc(OC(F)(F)F)cc4)CC3)ncnc12 | 4
Cc1ccnc(NC(=O)CSc2ccccn2)c1 | -3
CCCCc1nc2sc3c(c2c(=O)n1NC(=O)c1ccco1)CC(C)(C)OC3 | -3
Cc1ccc(/C=C2/N=C(c3ccccc3)NNC2=O)cc1 | 5
Cc1cccc(Cl)c1NC(=O)N1CCCN(c2ncccc2[N+](=O)[O-])CC1 | -8
COc1cc(NS(=O)(=O)c2ccc(NC(=S)NC(=O)c3ccco3)cc2)nc(OC)n1 | -9
BrC(/C=N/N1CCN(Cc2ccccc2)CC1)=C/c1ccccc1 | 13
Cc1ccc(C(=O)OCC(=O)NC(=O)c2cccn2C)cc1[N+](=O)[O-] | -10
COc1cccc(/C=N/NC(=S)Nc2cccc(S(=O)(=O)N(C)C)c2)c1 | -4
O=C(N1CCN(CCO)CC1)N1c2ccccc2CCc2ccccc21 | 1
CSC1=NC(C)N2C(SC)=NC(C)N12 (stereo not given) | -7
S=C(NCc1cccnc1)Nc1cc(Cl)cc(Cl)c1 | -8
Cc1ccc(N2C(=O)c3oc4ccccc4c(=O)c3C2c2cccnc2)nc1 (stereo not given) | -11
Cc1oc(C(C)(C)C)cc1C(=O)Nc1ccc(N2CCOCC2)cc1 | 4
CC(C)(C)c1ccc(C(=O)Nc2ccc(Oc3cccnc3)nc2)cc1 | -14
CCOCC(=O)NCc1ccc2c(c1)cc(C)n2C | -7
CCc1ccc(-n2c(SCC(=O)N3Cc4ccccc4CC3C(=O)O)nnc2-c2ccncc2)cc1 (stereo not given) | 4
Cc1cc(C(=O)N/N=C/c2cc(Cl)cc([N+](=O)[O-])c2O)n[nH]1 | 4
NNC(=O)C(=O)Nc1ccc(O)cc1 | 4
CC(=O)c1nnn(-c2ccc(Cl)cc2C#N)c1C | 0
CC(=O)N/C(N)=N/c1nc(=O)c2ccccc2s1 | -26
O=C(CC(C(=O)NCc1ccccc1)c1nc2ccccc2c(=O)[nH]1)NCc1ccccc1 (stereo not given) | -10
CC(C)(C)CC(C)(C)N1CNC(=S)NC1 | -11
CCN(CCn1cccn1)Cc1cn[nH]c1-c1cccc2ccccc12 | -5

Arranged by heavy-atom count (largest number first): some entries from above.
SMILES | S1P3 antag
CCc1ccc(-n2c(SCC(=O)N3Cc4ccccc4CC3C(=O)O)nnc2-c2ccncc2)cc1 (stereo not given) | 4
Cc1csc2c(N3CCN(C(=O)Nc4ccc(OC(F)(F)F)cc4)CC3)ncnc12 | 4
CCCCc1nc2sc3c(c2c(=O)n1NC(=O)c1ccco1)CC(C)(C)OC3 | -3
CCN(CC)c1ccc(N)cc1S(=O)(=O)Nc1ccccc1OC | 0
CCOCC(=O)NCc1ccc2c(c1)cc(C)n2C | -7
NNC(=O)C(=O)Nc1ccc(O)cc1 | 4

Further records follow.
SMILES | S1P3 antag
COc1ccc2[nH]c3c(C)c4ccncc4c(C)c3c2c1 | -15
CN1C(=O)C(CC(=O)Nc2ccc(F)cc2)N(NC(=O)c2cccc(F)c2)C1=S (stereo not given) | 6
O=C(N/N=C/c1cc2ccccc2[nH]1)c1ccccc1Cl | -8
COCCCn1c(=O)/c(=C\c2ccc(OC(F)F)c(OC)c2)s/c1=C(/C#N)C(=O)NCCOC | -10
COCCN(C(=O)/C=C/c1cccc([N+](=O)[O-])c1)c1c(N)n(Cc2ccccc2)c(=O)[nH]c1=O | -1
COc1ccc(C)cc1NC(=O)C1CCCN(S(=O)(=O)c2c(C)noc2/C=C/N(C)C)C1 (stereo not given) | 1
CC[N+]1(CC)CC2=Cc3c(ccc4ccccc34)C(C)C2C1 (stereo not given) | -2
CCOC(=O)c1c([N+](=O)[O-])c(C)[nH]c(=O)c1C#N | -18
COc1ccc(NC(=O)c2cc(C)n(Cc3cccs3)c2C)cc1 | -3
COc1ccc(N=C(C)c2sc3ccccc3c2O)cc1 | 6
CCN(CC)S(=O)(=O)c1cccc(NC(=O)CCNC(=O)c2ccc([N+](=O)[O-])cc2)c1 | 9
NC(=O)COc1cccc(/C=N/NC(=O)c2ccc(-n3cccc3)cc2)c1 | 0
O=C(COC(=O)c1ccc(O)cc1O)NCCN1C(=O)CSC1=O | -11
O=C(C1=NN[C@@H]2C(=O)N(Cc3ccccc3)C(=O)[C@H]12)c1ccc(F)cc1 | -4
COc1ccc(-c2[nH]ncc2CN2CCC(O)(c3ccc(Cl)cc3)CC2)cc1 | 5
CCN1CCN(CCc2nc3cc(NC(=O)COc4ccc(Cl)cc4)ccc3n2C)CC1 | 0
Nc1ccc(Cl)cc1C(=O)OCC(=O)NC1CCS(=O)(=O)C1 (stereo not given) | -10
COc1ccc2[nH]c(=O)c(CN(C)C(=O)c3cccs3)cc2c1 | -2
Cc1ccc(S(=O)(=O)NC(=O)N(C)C2CCCCC2)cc1 | -3
Cc1cc(NC(=O)c2cccc(S(=O)(=O)N3c4ccccc4CC3C)c2)no1 (stereo not given) | 19
Cc1[nH]n(C)c(=O)c1N=Nc1ccc(S(C)(=O)=O)cc1 | -7
CC(=O)Nc1ccc(Nc2nc(C)c([N+](=O)[O-])c(N(C)c3ccccc3)n2)cc1 | -12
COc1ccc(Nc2nc(C(=O)N3CCc4cc(OC)c(OC)cc4C3)cs2)cc1 | -16
COc1ccccc1C1c2[nH]c3ccccc3c2CCN1Cc1ccc(NC(C)=O)s1 (stereo not given) | 7
O=C(O)CNC(=O)/C(=C\c1cccc([N+](=O)[O-])c1)NC(=O)c1ccco1 | -5
COc1ccc(CCNc2c([N+](=O)[O-])ncn2C)cc1OC | 3
Cc1ccc(S(=O)(=O)Nc2nc(C)c(C(=O)NNS(=O)(=O)c3ccccc3)s2)cc1 | -18
ONC(=Nc1cccc(C(F)(F)F)c1)c1cccnc1 | -4
CSc1nc(C)c(C(=O)C[n+]2ccccc2)cc1C#N | 2
Cc1nc2c(-c3ccccc3)c(C)nn2c(SCC(N)=O)c1Cc1ccccc1 | 0
O=C(NNC1CC(=O)N(c2ccccc2)C1=O)c1cccnc1 (stereo not given) | -6
CC(C)c1ncc(S(=O)(=O)c2ccc(C(F)(F)F)cn2)c(N)n1 | 1
Cn1cnc2c(sc3nc(N4CCOCC4)c4c(c32)CC(C)(C)OC4)c1=O | -14
CCCCN(C(=O)c1ccc(S(=O)(=O)N(C)C)cc1)c1ccccc1 | 10
CC1CCc2c(sc3nc(C4CC4)nc(SCC(=O)NCc4ccco4)c23)C1 (stereo not given) | 18
COc1ccccc1NC(=O)O/N=C(\N)c1ccccc1 | 5
CCCCCCC(=O)N(O)C1CC(=O)N(c2ccc(Cl)cc2)C1=O (stereo not given) | 2
Cc1ccc(-c2nnc(CCC(=O)NCc3csc(C)n3)o2)s1 | 4
O=C(O)c1cc2ccccc2c2cc(Br)ccc12 | -4
COC(=O)c1nc(N)sc1-c1ccc(Cl)c(Cl)c1 | -11
O=C(O)c1ccc(N/N=C/c2ccc(OC(=O)c3cccc(Cl)c3)cc2)cc1 | -2
COCCn1cnc2c(c1=O)c1nc3ccccc3nc1n2/N=C/c1ccc(OC)c(OC)c1 | -4
COc1ccc2c(c1)[nH]c1c(=O)n(/N=C/c3ccc(OC)c(CN4CCCCC4)c3)cnc12 | 1
CC(=O)c1sc(-c2ccccc2)cc1NS(=O)(=O)c1ccccc1 | -11
Cc1ccnc(SCCn2c(Br)nc3c2c(=O)n(C)c(=O)n3C)n1 | -22
O=C(Nc1nnc(CCN2CCCCC2)s1)c1ccc(Cl)cc1Cl | -10
CCCC1=[N+](CC(=O)c2ccc(Br)cc2)CCn2cccc21 | -11
O=C(COC(=O)c1cc(=O)[nH]c2ccccc12)NCc1cccs1 | 0
O=C(CC1C=Cc2ccccc2N1C(=O)c1ccccc1)c1ccccc1 (stereo not given) | 1
O=C(Cn1nc(C(=O)O)c2ccccc2c1=O)c1c[nH]c2ccccc12 | 2
CCCC(=O)NC(c1ccc(OCC)cc1)c1ccc(OC)c(OC)c1 (stereo not given) | -9
CCCC(=O)Nc1c(-c2ccccc2)c(=O)c(C)nn1-c1ccccc1 | 5
CCN1CCN(CC(=O)N2N=CCC2c2ccccc2)CC1 (stereo not given) | -7
COc1ccccc1-c1cn[nH]c1-c1ccc(OCc2ccccc2F)cc1O | -8
COc1ccc(/C=C2\N=C(c3ccccc3)NNC2=O)cc1 | 0
COc1ccc(/C=C/C(=O)NCCc2nc3ccccc3[nH]2)cc1 | 3
CCOc1cc(C2/C(=C(/O)c3ccc(OC)cc3)C(=O)C(=O)N2CC2CCCO2)ccc1O (stereo not given) | -9
CCOC(=O)c1c(C)[nH]c(N=Nc2ccc(OC)cc2)c1C | -1
CC(/C=C1\SC(=S)N(NC(=O)c2ccncc2)C1=O)=C\c1ccccc1 | -1
O=C(/C=C/c1cn(-c2ccccc2)nc1-c1cccs1)NCCN1CCOCC1 | -2

Other structures follow.
SMILES | S1P3 antag
CC(=O)Nc1sc(N/N=C/c2ccc(O)cc2)nc1-c1ccc(C)cc1 | 11
O=C(/C=C/c1ccco1)Nc1ccc(Cl)c(S(=O)(=O)N2CCOCC2)c1 | 7
Oc1ccc(N=Nc2ccc3c(c2)OCO3)c2ccccc12 | 2
CC(C)(C)c1cc(NC(=O)NN2CCOCC2)nn1-c1c(Cl)cc(Cl)cc1Cl | 1
COC(=O)c1ccc2c(c1)NC(=O)C(N(CC(C)C)CC(C)C)S2 (stereo not given) | -7
O=C1c2ccccc2NC(c2cccc(O)c2)N1Cc1ccco1 (stereo not given) | 1
Cc1cccn2cc(-c3ccc4c(c3)NC(=O)CO4)nc12 | 16
O=c1[nH]c(N2CCCCC2)nc2ncn(Cc3ccccc3)c12 | 10
CCOC(=O)N1CCC(NC(=O)C2CCN(C(=O)c3cc4sccc4n3CC)CC2)CC1 | 4
COc1ccccc1N1CN(CCc2ccccc2)CNC1=S | -11
NS(=O)(=O)c1ccc(NC(=O)COC(=O)CCc2ccccc2)cc1 | -17
c1ccc(CNc2nc(NCc3ccccc3)c3ccccc3n2)cc1 | -6
Cc1cc(C(=O)N/N=C/c2ccc(-c3ccc(C)c(Cl)c3)o2)n[nH]1 | -5
CCCNC(=O)c1ccc(S(N)(=O)=O)cc1 | -8
Cc1ccc(S(=O)(=O)N2CCOCC2)cc1C(=O)NC(=S)N1CC(C)OC(C)C1 (stereo not given) | -6
CC1(C)Cc2c(c(N3CCCC3)nc3sc4c(N5CCNCC5)ncnc4c23)CO1 | -5
Cc1ccccc1N/N=C/c1sc(=O)n(Cc2cccc(C(=O)O)c2)c1Cl | -8
CCOC(=O)c1c(CC(C)C)csc1/N=C/C1=C(O)CCCC1=O | 1
Cc1ccc(C(=O)NCC(=O)OCC(=O)Nc2cccc(S(=O)(=O)N3CCCC3)c2)cc1C | -10
Nc1c(N(CCO)C(=O)C2CCCCC2)c(=O)[nH]c(=O)n1Cc1ccccc1 | -12
C/C(=N\Nc1ccc(C#N)cc1[N+](=O)[O-])c1ccc(C)o1 | -1
Cn1ccnc1C(O)(c1ccccc1)c1nccn1C | -6
COC(=O)c1ccc(S(=O)(=O)NCc2ccco2)o1 | -1
O=C(N/N=C/c1cc(Br)cs1)c1c[nH]c2ccccc12 | 3
N#C/C(=N\Nc1ccc(S(=O)(=O)N2CCOCC2)cc1)C(N)=S | -9
O=C(O)C1CCc2sc3[nH]c(=S)n(-c4ccccc4)c(=O)c3c21 (stereo not given) | -5
COc1cccc(NC(=O)c2c(C)cc(C)cc2CC(C)(C)C(=O)O)c1 | -1
O=C(O)c1cccc(N2C(=O)c3ccc4c5c(ccc(c35)C2=O)C(=O)N(c2cccc(C(=O)O)c2)C4=O)c1 | 10
CC1=C(C(=O)c2ccccc2)C(c2ccc(O)cc2)NC(=S)N1 (stereo not given) | -16
COc1cc(/C=C/C(=O)OCC(=O)Nc2ccc(S(N)(=O)=O)cc2)ccc1O | 0
CC1(C)CC2(C)OCCN2C(=S)N1 (stereo not given) | -7
COc1cc(-c2nc(CN3CCCCC3CCNC(C)=O)c(C)o2)ccc1F (stereo not given) | 4
CCN1C(=O)/C(=C\N2CCN(C(=O)c3ccco3)CC2)SC1=S | 3
CCOc1ccc(C2C3=C(CCCC3=O)Nc3ccc4ncccc4c32)cc1 (stereo not given) | -10
CCN(CC)C(=O)C1CCCN(c2ncnc3c2cnn3-c2ccc(Cl)cc2)C1 (stereo not given) | -22
COc1ccc(/C=C2\CCc3ccccc3C2=O)cc1CN1CCOCC1 | 13
CC1=NN(Cc2ccccc2)C(=O)C1C(c1ccncc1)C(C#N)C#N (stereo not given) | -12
COc1ccc(NC(=O)c2ccc(S(=O)(=O)N3CCOCC3)o2)cc1 | -11
CC(=O)Oc1ccc2occ(/C=N/c3cc(=O)[nH]c(=S)[nH]3)c(=O)c2c1 | 1
O=C1N/C(=N\c2ccccn2)SC1Cc1ccccc1Cl (stereo not given) | 0
C=CCNC(=O)O/N=C/c1csc([N+](=O)[O-])c1 | -8
COc1cc2ccccc2nn1 | -3
Cc1ccc(CCSc2ccc(F)cc2)cn1 | 3
COc1ccc2[nH]c(C)c(C(=O)CN(C)CC3OCCO3)c2c1 | -4

Some of the entries above in another layout.
C=CCNC(=O)O/N=C/c1csc([N+](=O)[O-])c1
  S1P3 antag = -8
COc1cc(-c2nc(CN3CCCCC3CCNC(C)=O)c(C)o2)ccc1F (stereo not given)
  S1P3 antag = 4
